High-throughput results: PubChem, National Center for Advancing Translational Sciences (NCATS)
TDP1 cell noCPT: qHTS for Inhibitors of human tyrosyl-DNA phosphodiesterase 1 (TDP1): qHTS in cells in absence of CPT; Potency, µM (highest dose often 46.2 µM), inactives show at the top dose activity change, negative = growth inhibition, most hits filed as inhibitors; DT40 Tdp1-/- hTDP1 cells, no CPT, ATP luminescence, 48 h; 420,000 tested, 15% active; active means well fitted inhibition curve with a large enough effect; inconclusive means small, poorly fitted or top-dose-only effect; further: nearly all actives have a fitted effect of over 55% in size
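Seeded 400 DT40-hTDP1 cells/well (vehicle DMSO, no 20 nM CPT); pinned compounds; ≥48 hr at 37 °C; CellTiter-Glo luminescence as viability measure.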
* hit, by the source's call; u = inconclusive. On the % scale 0 is the no-effect control and ±100 the full control effect; potency means the concentration at half of the fitted maximal effect. This is a subset; the hit share may differ from the screen's.

SMILES	TDP1 cell noCPT
O=S1(=O)CC(N2CC=CC2)CN1Cc1cn(Cc2ccc(F)cc2)nn1 (centres undefined)	-7.4%
OCc1cccc(-c2csc(C(O)(c3ccccc3)C(F)(F)F)n2)c1 (centres undefined)	u
CCOC(=O)C1=CCN(S(=O)(=O)c2ccc(F)cc2)C1c1ccc(Br)cc1 (centres undefined)	u
COc1cccc(CN(C)C(=O)CC[C@H]2O[C@@H](n3cnc4c(NC(=O)c5ccccc5)ncnc43)[C@H](O)[C@@H]2O)c1	-11.4%
CN(C)c1ccc(C=Nc2cnc3ccccc3c2)cc1	u
COc1ccc(OC(C)C(=O)NC2CCCCCCC2)cc1 (centres undefined)	-7.7%
CCOC(=O)C1CCCN(C(=O)Cc2ccc(OC)c(OC)c2)CC1 (centres undefined)	u
OC(c1cccc(CN2CCCCC2)c1)c1ncc(-c2ccccc2Cl)[nH]1 (centres undefined)	-28.3%
Nc1ccc2c3c(cccc13)-c1ccccc1-2	-25.1%
c1ccc(COc2cccc(-c3cc4nc(NCCN5CCOCC5)ccn4n3)c2)cc1	13µM*
CC(C)C[C@H](NC(=O)[C@H](Cc1ccccc1)NC(=O)c1cnccn1)B(O)O	0.0075µM*
COC(=O)C1CCN(Cc2ccc3c(c2)CN(C(=O)c2ccnn2C)CCO3)CC1	-2.6%
Cc1ccc(NC(=O)COC(=O)CCc2c[nH]c3ccccc23)cc1	5.7%
CCCCN(C(=O)c1ccc(S(=O)(=O)N(C)c2ccccc2)cc1)c1c(N)n(CCC)c(=O)[nH]c1=O	-19.1%
O=S1(=O)N[C@H](Cc2ccccc2)COc2cc(N3CCN(Cc4ccccc4F)CC3)ccc21	16.4µM*
CCn1c(-c2cc(Br)ccc2O)n[nH]c1=S	-20.8%
O=CNc1cc(-c2ccoc2)cn2c(-c3ccc(F)cc3)cnc12	23.1µM*
Cc1c(C(=O)N2CCOc3ccc(Cl)cc3C2)sc2ncnc(NCCc3ccccn3)c12	u
O=S(=O)(c1cccs1)N1CCCCC1	-11.2%
CC1(C(=O)NS(=O)(=O)c2cccc(Cl)c2)CCN1C(=O)Cc1ccccc1 (centres undefined)	-1.4%
CCOC(=O)C1=CCN(S(=O)(=O)c2cccc(Cl)c2)C1c1cccc(C)c1 (centres undefined)	18.4µM*
COc1ccc(C)cc1S(=O)(=O)NCc1ccccn1	1.6%
C#Cc1ccc(NC(=O)C2(C)CCN2C(=O)Cc2ccc(-c3ccccc3)cc2)cc1 (centres undefined)	20.6µM*
OC[C@@H]1CN(Cc2ccc(F)cc2)C[C@H](n2cnc3c(NC4CC4)ncnc32)O1	-29.7%
CC(=NNC(=S)N1CCN(C2CCCCCC2)CC1)c1ccccn1	0.0366µM*

(list continues)
SMILES	TDP1 cell noCPT
Cc1ccnc(NS(=O)(=O)c2ccc(NC(=O)c3cccc(Cl)c3)cc2)n1	0.6%
C[C@@H]1COc2cccc(N3CCSCC3)c2S(=O)(=O)N1	3.3%
O=C1CCC2(CCCCC2)N1	2.6%
COC(=O)[C@]12CCCCC=C1N(CCC1=CCCCC1)C(=O)[C@H](CC(=O)N1CCCCC1)C2	23.1µM*
O=S1(=O)CCO[C@H]2CCCC[C@@H]2N1Cc1ccccc1	u
CC(C)(CO)CN1CCC(n2nccc2NC(=O)C2CCOC2)CC1 (centres undefined)	-16.0%
CNc1ccc(/C=C2\C=Cc3ccccc32)cc1Br	u
COc1ccc(-c2ccc3nccn3c2)cc1	u
COc1ccc(CNC(=O)COC(=O)c2c(NC(C)=O)sc(C)c2C)cc1OC	23.1µM*
CCCCN1C(=O)C(CC(=O)NCCCCc2ccccc2)CC(C(=O)N2CCCCCC2)=C1C (centres undefined)	18.4µM*
Cn1c(SCc2ccc(Cl)cc2)nnc1-c1ccc(NC(=O)CCc2ccccc2)cc1	u
COc1ccc(CN2C(=O)CN(S(C)(=O)=O)CC2(C)C(=O)NCc2ccccc2)cc1OC (centres undefined)	18.6%
CSc1ccccc1-c1ccc2nccn2c1	u
Cc1cc(C(=O)Nc2ccccc2-c2nc(CNC(=O)c3ccc(F)cc3F)c(C)o2)c(C)o1	-20.0%
COc1cccc(-c2cc(NC=O)c3ncc(-c4ccc(OC)c(OC)c4)n3c2)c1	4.11µM*
COc1ccc(NC(=O)Nc2cccc(OC)c2)cc1	-0.9%
Cc1[nH]c2ccccc2c1C(c1c(C)[nH]c2ccccc12)c1c(C)[nH]c2ccccc12	u
CCCCn1cnc2c(SCc3ccccn3)nc(N)nc21	-1.1%
Cn1c(NCC(O)c2ccccc2)nc2c1c(=O)n(Cc1ccc(Cl)c(Cl)c1)c(=O)n2C (centres undefined)	20.6µM*
C[C@@H]1CN([C@@H](C)CO)C(=O)CCCn2nncc2CO[C@H]1CN(C)S(=O)(=O)c1ccc(C#N)cc1	-26.4%
O=C(Cn1sc2ccccc2c1=O)Nc1ccc(Cl)cc1	2.59µM*
COC(=O)C[C@@H]1C[C@@H]2c3cc(NS(=O)(=O)c4ccc(F)cc4)ccc3O[C@@H]2[C@@H](CO)O1	u
CCC(=O)Nc1cc2c(cc1Cl)-c1ccccc1C2	u
Cc1ccc2nc(-c3ccc(F)cc3)c(Cc3cccc(Cl)c3)n2c1	25.9µM*
COc1ccc(S(=O)(=O)N2CCCCC2)cc1NC(=O)Cn1c(=O)cnc2ccccc21	7.4%

(next part)
SMILES	TDP1 cell noCPT
Cc1ccsc1C(=O)Nc1cc(Cl)ccc1-n1cncn1	-21.1%
CCN(C(=O)COC(=O)c1cccc2ccccc12)c1c(N)n(Cc2ccccc2)c(=O)[nH]c1=O	0.3%
CCC(C(=O)NCCc1ccc(S(N)(=O)=O)cc1)c1ccccc1 (centres undefined)	-13.7%
CCCCN(CCCNC(=O)c1ccc2c(c1)NC(=O)CN2C)c1ccccc1	u
Cc1cc(C)cc(C(O)c2ncc(-c3cccc(C(F)(F)F)c3)[nH]2)c1 (centres undefined)	u
CN1CCCC1=Nc1ccccc1	-3.3%
CC(O)(c1cccnc1)c1nc(-c2ccoc2)cs1 (centres undefined)	0.4%
Cc1cn([C@H]2C[C@H](O)[C@@H](CNCc3ccc(Oc4cc(-n5cccn5)ncn4)cc3)O2)c(=O)[nH]c1=O	-19.3%
Cc1cc2oc(=O)cc(CN3CCCC3)c2cc1C	u
O=C(C[C@H]1C=C[C@@H](NS(=O)(=O)c2ccccc2)[C@@H](CO)O1)NCc1ccc(Cl)c(Cl)c1	18.4µM*
CC(C)(C)n1nnnc1C1c2ccccc2C(=O)N1CCc1c[nH]c2ccccc12 (centres undefined)	-21.4%
CCOc1ncnc2c1sc1nc3c(cc12)COC(C)(C)C3	5.6%
CC(C)NC(=O)CN1CCN(C(c2ccnc3ccccc23)c2nnnn2-c2ccc3c(c2)OCCO3)CC1 (centres undefined)	-21.8%
COc1ccccc1NS(=O)(=O)c1cc(C(=O)NCCCN2CCCC2=O)ccc1C	-0.4%
O=C(NC1CC1)c1[nH]c(C(F)(F)F)nc1-c1ccccc1	-1.0%
CN1CCCC(CN(C)C(=O)c2cnn(-c3nccc(-c4ccccc4C(F)(F)F)n3)c2C2CC2)C1 (centres undefined)	-26.2%
CC1(C(=O)NS(=O)(=O)c2ccc(F)cc2F)CCN1C(=O)CC1CCCC1 (centres undefined)	0.0%
Cc1ccc(C(=O)N2c3ccccc3N=C(c3ccccc3)C2C(=O)NC(C)C)cc1 (centres undefined)	u
COc1ccc(C(=O)NNC(=S)NC(=O)c2ccc(F)cc2)cc1Br	u
COC(=O)C1(C)CCCC2(C)C3CCC(C(C)C)C(CO)C3C(CO)CC12 (centres undefined)	u
COc1cccc(C(O)c2nc(-c3ccc(C)c(C)c3)cs2)c1 (centres undefined)	u
CC(C)(C)C(=O)Nc1ccc(N2CCN(C(=O)c3cccs3)CC2)cc1	-23.4%
Nc1ncnc2c1ncn2[C@@H]1O[C@H](C(=O)N2CCN(c3ccc(Cl)cn3)CC2)[C@@H](O)[C@H]1O	20.6µM*
COc1ccc(C(=O)NCCNc2nc3c(C)cccc3cc2C#N)cc1	20.6µM*
Cc1cccc(NC(=O)c2nc[nH]c2C(=O)Nc2ccccc2F)c1	u

A second format for part of the listing above.
| structure | TDP1 cell noCPT |
| --- | --- |
| CCCCN(CCCNC(=O)c1ccc2c(c1)NC(=O)CN2C)c1ccccc1 | u |
| CC1(C(=O)NS(=O)(=O)c2ccc(F)cc2F)CCN1C(=O)CC1CCCC1 (centres undefined) | 0.0% |

Additional entries follow.
SMILES	TDP1 cell noCPT
CN(C(=O)c1cccc(NC(=O)Cc2ccc(NC(=O)C3CCN(C(=O)C4CC4)CC3)cc2)c1)C1CCCCC1	-20.0%
CC(=O)OCC(C)n1c(=O)c2ccccc2n1C(C)=O (centres undefined)	-18.2%
Cc1ccc2nc(-c3cccc(Br)c3)c(CC3CCCCC3)n2c1	u
CC1CCCN(CCS(=O)(=O)c2ccccc2)C1 (centres undefined)	-19.0%
CCOC(=O)C1=C[C@@H](c2ccccc2)N(S(=O)(=O)c2ccc(C)cc2)[C@H]1c1cccc(Cl)c1	23.1µM*
CCCCCC(=O)Nc1cc(S(=O)(=O)N2CCCCC2)ccc1N1CCCCC1	14.6µM*
COCCN1C(=O)c2oc3cc(C)c(C)cc3c(=O)c2C1c1ccc(O)cc1 (centres undefined)	-25.5%
CNc1cncc(-c2ccc(OC)cc2OC)n1	-22.7%
CCC(=O)N1CCC1(C)C(=O)Nc1cc(-c2ccccc2)nn1C (centres undefined)	-1.6%
O=C(NCc1ccccc1)C1C(c2ccccc2)=Nc2ccccc2N1C(=O)c1ccncc1 (centres undefined)	-14.3%
CN(Cc1ccccc1)c1ncnc2[nH]ncc12	-25.4%
CC1=C(C(=O)N2CCOCC2)CC(CC(=O)NC(c2ccccc2)c2ccccc2)C(=O)N1Cc1ccc(C(C)(C)C)cc1 (centres undefined)	16.4µM*
Clc1ccc2nc(C3CCCCC3)c(Cc3ccsc3)n2c1	u
O=S(=O)(Oc1ccccc1-c1ccccc1)c1ccccc1	u
COCCNC(=O)C1(C)Cc2c(-c3ccc4c(c3)OCO4)ccnc2O1 (centres undefined)	8.2µM*
Brc1ccc(OCCOCCOc2cccc3cccnc23)cc1	23.1µM*
CC(C)(C)c1ccc(C(=O)N2CCC2(C)C(=O)Nc2ccc3[nH]ncc3c2)cc1 (centres undefined)	14.6µM*
CCN(CC)CCNc1ccc(CO)c2oc3cc(Cl)ccc3c(=O)c12	10.3µM*
Cc1c(N=Cc2cc3c(cc2[N+](=O)[O-])OCO3)cccc1[N+](=O)[O-]	u
Cc1cccc(Cc2cccc(C)c2O)c1O	u
CC(=O)Oc1ccccc1Cn1c(C)c(C(=O)N(C)Cc2ccc(F)cc2)sc1=O	u
Cc1noc(C)c1-c1ccc(C(=O)Nc2cccc(C(F)(F)F)c2)c2occc12	20.6µM*
COC(=O)CC(=O)O[C@H]1C=C[C@@H](NC(=O)OC(C)(C)C)C1	-18.4%
COc1cccc(C(=O)N2C(C(C)C)COc3cc(Br)ccc3S2(=O)=O)c1 (centres undefined)	23.1µM*
Nc1ncnc2c1ncn2[C@@H]1O[C@H](CNC(=O)OC[C@@H](N)Cc2ccccc2)[C@@H](O)[C@H]1O	-24.8%

Other records:
SMILES	TDP1 cell noCPT
CC(C)(C)NC(=O)C(c1cc2ccccc2o1)n1c(=O)c(-c2ccco2)nc2ccccc21 (centres undefined)	u
O=C(NCCN1Cc2ccccc2OC(c2ccccc2F)C1)c1cncs1 (centres undefined)	u
CC1CC2C3CCC4=CC(=O)C=CC4(C)[C@@]3(Cl)C(O)CC2(C)C1(O)C(=O)CO (some centres undefined)	-20.9%
Cc1ccc(OCc2nc3ccccc3n2C(C(=O)Nc2c(C)cccc2C)C2CC2)cc1 (centres undefined)	u
O=C(Nc1ccc(F)c(Cl)c1)c1csc(COCCO)n1	-23.6%
Cc1ccc(-c2nc3ccc(C)cn3c2Cc2cccc(Cl)c2)cc1	u
O=C1CCCCC1CCc1ccncc1 (centres undefined)	-25.9%
COc1cc(CCCN2C(=O)C(=O)NC[C@H]2Cc2cccc3ccccc23)cc(OC)c1OC	-29.8%
CCC(=NNc1ccc([N+](=O)[O-])cc1[N+](=O)[O-])c1ccccc1	-20.9%
CC(=O)NC(c1ccc(F)c(F)c1)c1nc(-c2ccc(F)c(Cl)c2)cs1 (centres undefined)	-29.7%
Cc1nc2c(N)nn(C)c2nc1C	-3.1%
CS(=O)(=O)c1ccc(-c2cccc(NC(=O)c3ccc4c(c3)OCO4)c2)nn1	u
CC1(C(=O)NS(=O)(=O)c2cccc(C#N)c2)CCN1C(=O)c1cccc2ccccc12 (centres undefined)	-6.5%

Structural class: those above containing an NH in an aromatic ring.
SMILES	TDP1 cell noCPT
OC(c1cccc(CN2CCCCC2)c1)c1ncc(-c2ccccc2Cl)[nH]1 (centres undefined)	-28.3%
Cc1ccc(NC(=O)COC(=O)CCc2c[nH]c3ccccc23)cc1	5.7%
CCCCN(C(=O)c1ccc(S(=O)(=O)N(C)c2ccccc2)cc1)c1c(N)n(CCC)c(=O)[nH]c1=O	-19.1%
CCn1c(-c2cc(Br)ccc2O)n[nH]c1=S	-20.8%
Cc1[nH]c2ccccc2c1C(c1c(C)[nH]c2ccccc12)c1c(C)[nH]c2ccccc12	u
CCN(C(=O)COC(=O)c1cccc2ccccc12)c1c(N)n(Cc2ccccc2)c(=O)[nH]c1=O	0.3%
Cc1cc(C)cc(C(O)c2ncc(-c3cccc(C(F)(F)F)c3)[nH]2)c1 (centres undefined)	u
Cc1cn([C@H]2C[C@H](O)[C@@H](CNCc3ccc(Oc4cc(-n5cccn5)ncn4)cc3)O2)c(=O)[nH]c1=O	-19.3%
CC(C)(C)n1nnnc1C1c2ccccc2C(=O)N1CCc1c[nH]c2ccccc12 (centres undefined)	-21.4%
O=C(NC1CC1)c1[nH]c(C(F)(F)F)nc1-c1ccccc1	-1.0%
Cc1cccc(NC(=O)c2nc[nH]c2C(=O)Nc2ccccc2F)c1	u
CN(Cc1ccccc1)c1ncnc2[nH]ncc12	-25.4%
CC(C)(C)c1ccc(C(=O)N2CCC2(C)C(=O)Nc2ccc3[nH]ncc3c2)cc1 (centres undefined)	14.6µM*
